KCNH2 3.1 block – blocks the human KCNH2 3.1 channel isoform; U2OS KCNH2 3.1, thallium flux FluxOr; hits give low values; activity change, % (tested at about 1.8 µM); 340,000 tested, 0.95% active; AID 720553;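 active = maximum activity change below -70%; inconclusive = maximum activity change from -70% to -50%; inactive = maximum activity change above -50%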;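 note: thallium influx rate constant from kinetic fluorescence after stimulation buffer; % is set by controls: 0 for no effect and ±100 for the full control effect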
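Measured as rate of thallium-driven FluxOr signal in transduced U2OS cells carrying the 3.1 channel, read kinetically for 2 min upon stimulation; values are rate constants scaled to DMSO control wells.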
Integrin act MD – integrin-mediated muscular dystrophy alleviation activation; 350,000 tested, 0.064% active; AID 624291; alpha7betagal myoblasts, beta-gal FDG fluorescence, 48 h; Potency, µM (doses to about 38.3 µM), without a hit: at the highest dose activation, hits mostly activators;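 note: potency is the fitted concentration of half-maximal effect; 100% = response of the positive control SU9516; nearly all actives have a fitted effect of over 60% in size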
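alpha7betagal+/- myoblasts (passage 13, 250/well) treated 48 h at 37C with compounds at 1:260 dilution of DMSO stock. Lysed, then beta-galactosidase activity read as FDG fluorescence (ex 480/em 540) after 30 min, with pre-read for autofluorescence.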
MBNL1 CUG block – MBNL1-poly(CUG) RNA binding inhibition; TR-FRET MBNL1-His/biotin-(CUG)12 binding, 665/545 ratio; Q9NR56; 280,000 tested, 0.036% active; Potency, µM (series often up to 57.5 µM), inactives show at the top dose activity change, negative = inhibition, actives largely listed as inhibitors; active = well fitted inhibition curve with a large enough effect in the signal ratio, with a control signal flat, not every such curve was filed as active; inconclusive = small, poorly fitted or top-dose-only effect, or effect the other way, or a change in a side signal; inactive = no such curve, though single readings can be large or run the other way; the % refers to the signal ratio; note: potency is the fitted concentration of half-maximal effect; % is set by controls: 0 for no effect and ±100 for the full control effect
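Inhibition of protein-RNA binding appears as loss of TR-FRET between terbium anti-His antibody on MBNL1-His and streptavidin-XL665 on biotin-(CUG)12. Activity is normalized to buffer-only and uninhibited-complex controls.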
MLL CXXC-DNA inh – inhibitors of human MLL CXXC domain-DNA interaction; Q03164; MLL-CXXC / FITC-HOXA9 DNA fluorescence polarization; Potency, µM (doses to about 115 µM), for the others: top-dose activity change, negative = inhibition, usual class: inhibitors; 290,000 tested, 0.037% active; active = well fitted inhibition curve with a large enough effect in the polarisation, with a control signal flat, not every such curve was filed as active; inconclusive = small, poorly fitted or top-dose-only effect, or effect the other way, or a change in a side signal; inactive = no such curve, though single readings can be large or run the other way; the % refers to the polarisation; note: potency is the fitted concentration of half-maximal effect
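Purified MLL-CXXC (added from a 7 uM solution) was preincubated 5 min at ambient with pinned compounds in 50 mM Tris-HCl pH 7.5, 50 mM NaCl, 1 mM DTT, 0.05% BSA. Fluorescein-labeled HOX-A9 DNA (50 nM solution) followed, 30 min, then polarization read.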
A-T KAP1 phos – potential ataxia-telangiectasia treatment; […] A-T fibroblasts, KAP-1 phosphorylation AlphaLISA; neocarzinostatin DNA damage 30 min before lysis; Potency, µM (doses to about 57.5 µM), inactives show top-dose activation, usual class: activators; 320,000 tested, 0.19% active; AID 485349; note: potency is the fitted concentration of half-maximal effect; % of control where 0% means no effect; nearly all actives have a fitted effect of over 45% in size
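ATM-like activity read as KAP-1 phosphorylation via AlphaLISA donor/acceptor antibody pairs after lysis and 6 hr at 25C. Cells were ATM-null patient fibroblasts ([…], hTERT), dosed 60 min, then exposed to the DSB inducer NCS for 30 min.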
KCNH2 WT inh – blocks the wildtype human KCNH2 potassium channel. activity change, % at 1.84 µM. AID 720551. 340,000 tested, 0.37% active. U2OS, BacMam KCNH2, thallium flux FluxOr; hits give low values;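 active = maximum activity change below -70%; inconclusive = maximum activity change between -70% and -50%; inactive = maximum activity change above -50%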; note: % is set by controls: 0 for no effect and ±100 for the full control effect
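U2OS cells transduced with wild-type KCNH2 virus are loaded with FluxOr dye for 45 min, and thallium flux is measured in kinetic reads before and after stimulation buffer. Rate constants are normalized to DMSO controls.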
FBPA coupling cs – inhibits coupling enzyme system, counter-screen for aldolase hits. coupling enzyme system counterscreen, AmpLite Red fluorescence. activity change, negative = inhibition, % at 58.2 µM, hits read low. 290,000 tested, 0.67% active. AID 2472; in the data active = activity change below about -30%; note: % is set by controls: 0 for no effect and ±100 for the full control effect
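Fluorescence at 525 nm excitation and 598 nm emission measured inhibition of the coupled detection system without aldolase. Compounds (at 57.5 uM final) were preincubated 10 min at room temperature with coupling enzyme reagent before a 20 min substrate/AmpLite Red step.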
TRPV1 ag – agonists of human vanilloid receptor 1 (TRPV1); TRPV1-expressing cells, Fluo-8 calcium influx, agonist mode; activation, % at 8.33 µM; 320,000 tested, 0.19% active; in the data active = activation above about 80%; inconclusive = between about 30% and that limit; note: 0% is about no effect
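TRPV1-expressing cells were cultured overnight at 35.5C and loaded with Fluo-8 calcium dye for 40 to 90 min at room temperature. After a 10 s baseline, compound was added and calcium influx was read kinetically for 3 min (ex 480/em 520 nm).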
S-ASM inh – inhibitors of human secretory acid sphingomyelinase; Potency, µM (titrated, usually from 57.5 µM), inactives show top-dose activity change, negative = inhibition, hits mostly inhibitors; placental ASM, HMU-PC fluorogenic substrate, 60 min; P17405; 340,000 tested, 0.006% active; note: potency is the fitted concentration of half-maximal effect
Target sequence (P17405 47-631 limits assumed): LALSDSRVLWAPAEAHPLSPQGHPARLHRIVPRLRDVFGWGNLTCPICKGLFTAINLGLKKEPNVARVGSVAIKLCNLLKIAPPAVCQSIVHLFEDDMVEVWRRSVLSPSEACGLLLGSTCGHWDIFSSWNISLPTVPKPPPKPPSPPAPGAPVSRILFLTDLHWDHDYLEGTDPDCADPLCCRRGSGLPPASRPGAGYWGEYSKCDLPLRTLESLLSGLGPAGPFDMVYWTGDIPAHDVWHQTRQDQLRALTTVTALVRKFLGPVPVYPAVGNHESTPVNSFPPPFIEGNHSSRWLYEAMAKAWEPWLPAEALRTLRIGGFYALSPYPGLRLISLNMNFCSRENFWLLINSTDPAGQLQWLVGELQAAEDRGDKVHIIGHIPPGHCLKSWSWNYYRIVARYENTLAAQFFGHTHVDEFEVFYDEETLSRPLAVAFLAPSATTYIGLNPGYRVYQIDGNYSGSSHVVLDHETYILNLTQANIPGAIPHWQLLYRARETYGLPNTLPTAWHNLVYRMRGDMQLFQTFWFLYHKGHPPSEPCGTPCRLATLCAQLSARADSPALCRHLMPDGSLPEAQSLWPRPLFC
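HMU-PC0 cleavage (9 uM final) by human placental ASM, 60 min at 37 °C following 10 min compound exposure at RT; stopped at pH 10, fluorescence Ex 386/Em 447 nm.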
GALK inhibitor – blocks human galactokinase activity; Purified GALK, Kinase-Glo residual ATP luminescence; P51570; Potency, µM (top dose mostly 57.5 µM), for inactives: at the highest dose activity change, negative = inhibition, hits mostly inhibitors; 270,000 tested, 0.007% active; note: potency is the fitted concentration of half-maximal effect; % is set by controls: 0 for no effect and ±100 for the full control effect
Target sequence (P51570 whole entry, looked up): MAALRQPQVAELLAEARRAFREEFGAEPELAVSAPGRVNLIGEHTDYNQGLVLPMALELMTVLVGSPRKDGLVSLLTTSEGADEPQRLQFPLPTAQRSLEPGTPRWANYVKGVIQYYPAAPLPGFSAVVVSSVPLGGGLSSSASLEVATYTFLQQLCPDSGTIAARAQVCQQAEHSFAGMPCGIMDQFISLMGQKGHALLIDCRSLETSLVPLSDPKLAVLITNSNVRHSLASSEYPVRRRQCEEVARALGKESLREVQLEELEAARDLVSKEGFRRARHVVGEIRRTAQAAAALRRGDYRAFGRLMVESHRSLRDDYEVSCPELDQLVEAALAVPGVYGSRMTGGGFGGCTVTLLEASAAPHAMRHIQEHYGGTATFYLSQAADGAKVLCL
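The enzyme phosphorylates galactose (100 uM) using ATP (35 uM); inhibition is detected as higher residual ATP, quantified by bioluminescence after 1 h reaction at room temperature, pH 8.0.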
Starred values were filed as active, the others as inactive; ? = inconclusive; nt = no result given; [ ] = another dose, or the depositor's remark. Unless noted, calls come from the whole dose curve; as a rule, active = well fitted curve in the direction sought with a large enough effect; inconclusive = small, poorly fitted or top-dose-only effect, or another doubt; inactive = no such curve, though single readings can be large; an effect the other way counts as inactive or inconclusive.

Each structure is followed by: KCNH2 3.1 block, Integrin act MD, MBNL1 CUG block, MLL CXXC-DNA inh, A-T KAP1 phos, KCNH2 WT inh, FBPA coupling cs, TRPV1 ag, S-ASM inh, GALK inhibitor
(1) O=C(NCCCCc1ccccc1)C12CN(Cc3ccccc3)CC1C(c1ccc([N+](=O)[O-])cc1)=NO2 (stereo not given)
  -44, -3%, 7%, ?, 16%, -39, -1, 0, 0%, -1%
(2) COc1ccc(C(=O)N2CCN(C(=O)c3ccncc3)CC2)cc1
  17, -10%, -10%, 4%, -8%, -6, -2, 0, 4%, 2%
(3) Cc1ccn2c(c1)nc(=O)c1cc(S(=O)(=O)N3CCCCC3)ccc12
  -18, -2%, 6%, 11%, -7%, 0, 4, 1, 140%[activator], 15%
(4) COc1cc2c(cc1OC)C1=C(C#N)CN(C3CCCCC3)CN1CC2
  3, -6%, 29%, 0%, 10%, 8, -2, nt, 10%, 1%
(5) Cc1cccc(C)c1OCC(=O)N/N=C/c1ccncc1
  -1, 19%, nt, 1%, 1%, 2, 2, 21, -4%, 1%
(6) Cn1c(C(=O)OC(C(=O)NC2CCCCC2)c2ccccn2)cc2sccc21 (stereo not given)
  4, -15%, -2%, 7%, 6%, -3, -2, 18, 0%, 0%
(7) CCCn1c(C(C)Nc2nc(-c3cccc(Br)c3)cs2)nc2ccccc21 (stereo not given)
  -9, 24%, 8%, 10%, 2%, -11, 0, 24, -9%, nt
(8) COc1cccc(CN(C)C(=O)CCN=C2NS(=O)(=O)c3ccccc32)c1
  0, ?, nt, nt, 7%, -1, nt, nt, 0%, nt
(9) COc1ccc(NC(=O)C/C(C)=N/NC(=O)C(=O)Nc2cccc(Cl)c2C)c(OC)c1
  18, 28%, -18%, 2%, 15%, -1, 1, -8, -1%, -1%
(10) COc1ccc(-c2nnn(Cc3ccccc3F)n2)cc1
  -3, -3%, 20%, 7%, nt, 1, -2, ?, -1%, 0%
(11) COc1cc(CNC2CCCCCCC2)ccc1OCC(N)=O
  17, -4%, -4%, 4%, 12%, 3, 2, 0, 0%, -5%
(12) CCCN1CCN(C(=O)c2ccc(F)c(S(=O)(=O)N3CCOCC3)c2)CC1
  5, 1%, nt, nt, 11%, -1, nt, 2, 4%, nt
(13) N#CCc1ccc(NC(=O)Nc2cccc3ccccc23)cc1
  -17, 7%, 1%, 3%, -3%, -11, 7, ?, -1%, 2%
(14) COc1ccc(OCc2cc(C(=O)NC(C)Cc3ccccn3)no2)c(Cl)c1 (stereo not given)
  1, -7%, 3%, -5%, 2%, 1, nt, 10, -4%, 7%
(15) CC(Oc1ccc(F)cc1)C(=O)Nc1cc(Cl)ccc1-n1cncn1 (stereo not given)
  0, -11%, nt, nt, 4%, -11, nt, ?, -3%, nt
(16) O=C(Nc1ccc(F)cc1Cl)C1CCN(C(=O)Nc2ccccc2)CC1
  5, -35%, 1%, 1%, -6%, -20, nt, ?, -1%, -27%
(17) CCOC(=O)N/N=C(\C)c1ccc(Br)cc1
  2, 7%, 1%, -8%, 1%, 10, -3, -2, 3%, 0%
(18) C=C1c2ccccc2S(=O)(=O)N(Cc2ccccc2)C1COCc1ccccc1 (stereo not given)
  -14, -5%, 10%, 2%, -5%, 1, 0, 6, 0%, 1%
(19) COc1ccc2c(c1)c1ncn(CCN3CCCCC3)c(=O)c1n2C
  6, -24%, 12%, -1%, 1%, 6, -6, 5, 103%[activator], 0%
(20) Cc1c(NC(=O)CNCc2ccc3c(c2)OCO3)c(=O)n(-c2ccccc2)n1C
  10, 18%, ?, 14%, -8%, 8, 3, -3, -2%, -2%
(21) C/C(=N\NC(=S)NCc1ccccc1)c1ccc2ccccc2c1
  -11, 12%, 16%, 4%, 7%, -3, 1, -2, nt, 4%
(22) Cc1nc(SCC(=O)Nc2ccc(OCc3ccccc3)cc2)n[nH]1
  -1, 5%, -15%, -7%, -6%, 2, 2, ?, -2%, 3%
(23) CCCOc1ccc(N2C(=O)CC(N(Cc3ccc(S(N)(=O)=O)cc3)C(=O)CC)C2=O)cc1 (stereo not given)
  4, 2%, -10%, -1%, -8%, -5, 3, 0, 7%, -1%
(24) CC(=O)c1cccc(-n2c(CCC(=O)O)ccc2-c2cccs2)c1
  -8, -2%, -2%, 7%, -1%, 7, 9, 4, 2%, -3%
(25) Cc1cc(NC(=O)CSc2nc3c(sc4ccccc43)c(=O)n2CCc2ccccc2)n[nH]1
  -1, -33%[7.66 µM], -6%, 36%[activator], 13%, -1, -1, 2, 1%, -1%
(26) COc1cccc(CNC(=O)Cn2nc(C)c3c(C)n(-c4ccc(C)cc4)nc3c2=O)c1OC
  -33, ?, 2%, 6%, -7%, 3, 4, 1, -2%, -1%
(27) O=C(Cn1c2[n+](c3ccccc31)CC(O)CS2)c1ccccc1 (stereo not given)
  1, 1%, -3%, 9%, -3%, 1, 1, 4, -2%, -3%
(28) COc1ccc(NC(=O)NS(=O)(=O)c2ccc(C)cc2)cn1
  17, -23%, 27%, -2%, 3%, 1, -11, 8, 5%, 2%
(29) COc1ccc(-c2cc(=O)oc3c(C)c(OC(C)C(=O)Nc4ccc(CN5CCOCC5)cc4)ccc23)cc1 (stereo not given)
  -6, -54%[inhibitor], ?, 6%, 2%, 0, nt, 4, -24%, 7%
(30) CCc1n[nH]c(=S)n1/N=C/c1ccc(N(CC)CC)cc1
  2, -18%, ?, -1%, 0%, -4, 0, 8, 71%[activator], 4%
(31) NNC(=O)c1nc(-c2cccc(-n3cccc3)c2)no1
  8, -4%, -3%, 9%, -3%, -4, 4, 6, -3%, 2%
(32) O=C(NCCc1ccc(Cl)cc1)C1CCN(c2cnccn2)CC1
  -2, -2%[7.66 µM], -3%, 4%, 4%, 13, -2, 4, 19%, 0%
(33) Cc1ccc2c(c1)N(C(=O)CCC(=O)NCCCN1CCC(Cc3ccccc3)CC1)CCO2
  -116*, -62%[inhibitor], 5%, nt, -3%, 3, 0, 7, 3%, nt
(34) CC1=C(C)CC(C(=O)c2ccccc2)C(C(=O)O)C1 (stereo not given)
  4, -11%, -14%, 5%, -6%, -8, 4, 1, 4%, 4%
(35) COc1cc(C(C#N)N2CCC(c3ccccc3)=N2)ccc1O (stereo not given)
  1, 15%, 2%, 36%[activator], -5%, -6, 0, 1, 9%, 0%
(36) Cc1nnc(N2C(=O)c3cccc4cccc(c34)C2=O)s1
  -2, 25%, ?, 13%, nt, 0, 2, -2, 12%, 3%
(37) CN(C)c1ccc(P(=O)(OCc2ccccc2)C(O)c2ccccc2F)cc1 (stereo not given)
  1, 14%, nt, 3%, 3%, -6, -1, nt, 2%, -1%
(38) CCOC(=O)C(NCc1ccccc1OC)(NC(=O)CC)C(F)(F)F (stereo not given)
  -4, 14%, -6%, -1%, -2%, 8, -4, -2, 4%, 1%
(39) O=C(O)CC1C(=O)OCN1C(=O)OCc1ccccc1 (stereo not given)
  5, ?, -7%, 7%, -3%, 14, 3, -2, 3%, 3%
(40) CC1(c2ccc(OC(F)F)cc2)NC(=O)N(CC(=O)NC2CCCC2)C1=O (stereo not given)
  16, -23%, nt, nt, -11%, 0, nt, 2, 3%, nt
(41) CCOC(=O)c1cnc2c(c(C)nn2C)c1Oc1ccc(Cl)cc1
  -5, 7%, 10%, 17%, -2%, 25, 0, 15, -24%, 1%
(42) CCOc1ccc(C(=O)NCC(=O)N2CCC3(CC2)NCCc2[nH]cnc23)cc1
  -1, 27%, 0%, 9%, -6%, 5, nt, 2, 5%, 6%

In a second layout: entries from further up
[19] COc1ccc2c(c1)c1ncn(CCN3CCCCC3)c(=O)c1n2C
[36] Cc1nnc(N2C(=O)c3cccc4cccc(c34)C2=O)s1
[10] COc1ccc(-c2nnn(Cc3ccccc3F)n2)cc1

entry no. | 19 | 36 | 10
KCNH2 3.1 block | 6 | -2 | -3
Integrin act MD | -24% | 25% | -3%
MBNL1 CUG block | 12% | ? | 20%
MLL CXXC-DNA inh | -1% | 13% | 7%
A-T KAP1 phos | 1% | nt | nt
KCNH2 WT inh | 6 | 0 | 1
FBPA coupling cs | -6 | 2 | -2
TRPV1 ag | 5 | -2 | ?
S-ASM inh | 103%[activator] | 12% | -1%
GALK inhibitor | 0% | 3% | 0%
